From PubChem
NOD2-RIPK2 inh – NOD2-RIPK2 binding disruptors in cells, primary screen, fluorescence, CHO cells, BLA complementation; inhibition, % at 4.98 µM; 0.38% of 360,000 active; CCF4 ratio; AID 624267, 2012; Receptor-interacting serine/threonine-protein kinase 2 (Homo sapiens), O43353; in the data active means inhibition above about 21%;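 further: 0% = vehicle only and 100% = reference blocker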
aDG glyco up – activators of alpha-DG glycosylation, primary screen, uHTS, Pro5-aDG cells, AlphaScreen; alpha-DG glycosylation AlphaScreen (IIH6); 0% Pro5, 100% B10-LARGE cell signal; 0.22% of 360,000 active; activation, % at 10 µM;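 active means activation of at least 8% versus controls, or a plate z-score of at least 8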;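 further: Pro5 are CHO cells carrying HIG-tagged alpha-DG that lacks glycosylation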
ABCB6 inh 2 – ABCB6 transporter inhibitors, primary screen, K562-ABCB6 cells, flow cytometry, MLPCN library; AID 602162, 2011; 0.19% of 360,000 active; ATP-binding cassette sub-family B member 6 (Homo sapiens), Q9NP58; fluorescence ratio to DMSO, % at 10 µM; K562-ABCB6 porphyrin accumulation, 1 h; stronger effect = lower value;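 active means fluorescence ratio to DMSO below 75%, the collection mean minus 3 SD; inconclusive means too few cells collected in the well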;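 further: signal is porphyrin accumulated inside mitochondria; 100% equals median channel fluorescence of DMSO control wells; lower ratio means ABCB6 inhibition with less porphyrin fluorescence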
Target sequence (Q9NP58 whole entry, looked up): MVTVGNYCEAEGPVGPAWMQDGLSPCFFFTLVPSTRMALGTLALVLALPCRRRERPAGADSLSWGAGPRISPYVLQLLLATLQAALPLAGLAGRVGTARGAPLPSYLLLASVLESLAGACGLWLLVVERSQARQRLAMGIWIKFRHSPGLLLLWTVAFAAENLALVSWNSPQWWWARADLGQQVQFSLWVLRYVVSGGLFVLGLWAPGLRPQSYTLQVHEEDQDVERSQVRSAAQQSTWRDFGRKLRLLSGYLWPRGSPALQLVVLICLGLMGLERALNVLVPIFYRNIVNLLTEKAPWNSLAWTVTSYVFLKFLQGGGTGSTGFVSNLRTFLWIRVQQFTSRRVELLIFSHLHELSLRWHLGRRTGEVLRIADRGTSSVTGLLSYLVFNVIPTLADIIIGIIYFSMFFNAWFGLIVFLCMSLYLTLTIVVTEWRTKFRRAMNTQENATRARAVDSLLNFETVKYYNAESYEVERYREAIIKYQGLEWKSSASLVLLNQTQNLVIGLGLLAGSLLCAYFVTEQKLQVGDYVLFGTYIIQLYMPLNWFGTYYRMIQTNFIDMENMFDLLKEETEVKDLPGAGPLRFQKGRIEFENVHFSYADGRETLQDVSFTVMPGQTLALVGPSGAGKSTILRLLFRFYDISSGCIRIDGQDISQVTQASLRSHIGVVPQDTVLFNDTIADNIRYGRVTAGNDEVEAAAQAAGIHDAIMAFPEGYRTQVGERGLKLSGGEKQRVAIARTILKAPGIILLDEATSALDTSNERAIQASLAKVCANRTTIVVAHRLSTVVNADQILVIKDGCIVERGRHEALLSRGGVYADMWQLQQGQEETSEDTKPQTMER
Vif imaging – HIV Vif self-association inhibitors, primary screen, imaging, HEK293T, single point; HEK293T cells, Vif self-association by quenched fluorescence, 24 h; inhibition, % at 7.49 µM; 0.35% of 340,000 active; AID 602346, 2012; in the data active means inhibition above about 50%, passing the limit was not always enough; inconclusive means no clear call, values can overlap the other calls; inactive means below about 31%; further: some results filed as inactive read as strong as hits
TLR9-MyD88 block – inhibitors of TLR9-MyD88 association in cells, primary screen, cell-based, CHO, BLA complementation, fluorescence. AID 504734, 2011. Toll-like receptor 9 (Homo sapiens) + Myeloid differentiation primary response protein …. 0.21% of 340,000 active. CCF4 FRET ratio. inhibition, % at 4.98 µM;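 active means inhibition above the mean over all tested compounds plus 3 SD, cut at about 21% in these data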;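 further: 0% = DMSO only wells and 100% = clavulanate BLA inhibitor control wells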
ABHD5 PLIN5 PPI – ABHD5-PLIN5 interaction inhibitors, primary screen, cell lysate, split luciferase complementation, luminescence | Perilipin-5 (Homo sapiens) + 1-acylglycerol-3-phosphate O-acyltransferase ABHD5 (Homo … | Split G. princeps luciferase complementation, 4 h | inhibition, % at 4 µM | 0.78% of 360,000 active | AID 602281, 2012;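 active means inhibition above the mean inhibition across every tested compound plus 3 SD, cut at about 22% in these data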;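 further: 0% = DMSO only wells and the 100% control is not disclosed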
MC4R ag barr – MC4R agonists recruiting beta-arrestin, primary screen, cell-based, luminescence, agonist arm of biased-ligand search. Melanocortin receptor 4 (Homo sapiens), P32245. U2OS MC4R beta-arrestin complementation; percent of melanotan II response, DMSO zero. activation, % at 8.9 µM. 0.98% of 360,000 active. AID 540308, 2011;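 active means activation above a per-plate cutoff, the mean activation of sample wells on that plate plus 3 SD, cut at about 8% in these data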
Exocytosis inh – LAMP-1 surface exposure blockers, TALL-104 cells – cell-based, flow cytometry, MLPCN library, primary screen | TALL-104 LAMP-1 surface exposure; cells stimulated with thapsigargin and PMA | 0.66% of 360,000 active | inhibition, % at 10 µM;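 active means inhibition above about 55%, limit read from the data; inconclusive means no clear call, values can overlap the other calls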
MC4R antag cAMP – MC4R antagonists of cAMP signaling, primary screen, cell-based, TR-FRET, antagonist arm of biased-ligand search. Melanocortin receptor 4 (Homo sapiens), P32245. MC4R-expressing cells, MTII-stimulated cAMP, LANCE TR-FRET. inhibition, % at 6.5 µM. 0.48% of 360,000 active. AID 540295, 2011;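 active means inhibition above its plate's cutoff, the mean of tested wells on that plate plus 3 SD, cut at about 29% in these data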;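 further: 0% = Melanotan II alone and 100% = Melanotan II plus saturating MCL0020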
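Material – human MC4R-expressing U2OS cells · Repeats – no replicates · Detection – TR-FRET with Eu-cAMP and labeled anti-cAMP, 671 nm · Times – compound 30 min, challenge 1 h, detection 1 h · Compound – single nominal compound dose of 6.5 µM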
N-glyco inh – increase of ERlucT glycosylation luciferase signal, primary screen, N-linked glycosylation inhibitor project, D54 ERlucT cells, luminescence, set 2; D54 ERlucT glycosylation luciferase reporter, 24 h; percent of 100 nM tunicamycin response; reporter increase, % at 12.5 µM; 0.23% of 360,000 active;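 active means mean luciferase reporter signal, scaled so untreated is 0 and the glycosylation-blocking control 100, at or above a set limit in every replicate; inconclusive means mean reaches the limit but not every replicate does; inactive means mean below the limit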;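 further: luciferase carries N-glycosylation sites so blocking glycosylation raises the light; 0% = median of neutral control wells and 100% = median of 100 nM tunicamycin wells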
Active calls of the source: *; ? = inconclusive; / = not tested or not shown.

SMILES	NOD2-RIPK2 inh	aDG glyco up	ABCB6 inh 2	Vif imaging	TLR9-MyD88 block	ABHD5 PLIN5 PPI	MC4R ag barr	Exocytosis inh	MC4R antag cAMP	N-glyco inh
CCCOC(=O)c1c(-c2ccc(C)cc2C)csc1NC(=O)C1C2CCC(O2)C1C(=O)O (stereo unspecified)	-3	-0.1	92	-2	6	-22	-3.0	2	4	3
CCCCCCCCCCCCN1[C@@H](CC(=O)O)c2cc(F)ccc2S1(=O)=O	3	0.1	100	5	-3	3	4.2	-1	12	2
CN1CCc2cc(O)c(O)cc2C(c2ccccc2)C1 (stereo unspecified)	-3	0.1	116	0	-12	-1	0.1	-4	-1	0
Cc1c(NC(=O)c2cn3ccccc3n2)cccc1-n1cnnn1	-15	0.0	97	1	5	-5	1.4	-6	-5	-2
Cc1cc(=O)[nH]c(SCC(=O)N2CCCCCC2)n1	-12	-0.1	106	-9	4	-1	-2.2	11	-3	-1
CCCCn1c(=O)nc2n(-c3ccc(Cl)cc3)c3ccccc3cc-2c1=O	-9	-0.1	108	5	0	3	0.5	47	2	1
CCCCC(C(=O)NC(C)(C)C)N(Cc1ccccc1)C(=O)c1snc(C(N)=O)c1N (stereo unspecified)	-9	-0.1	100	-1	2	-6	0.8	28	-1	-3
O=C(Nc1ccccc1-c1ccccc1)c1cc(C(F)(F)F)cc(C(F)(F)F)c1	-12	-0.2	92	1	-2	0	17*	8	13	0
c1ccc(Oc2cc(-n3cncn3)ncn2)cc1	1	0.1	101	-2	2	-8	-4.2	2	10	1
CCCc1nc2ccccc2c(=O)n1N	1	-0.3	95	/	3	1	-1.3	-1	1	1
Cc1ccc(NC(=O)c2c(C)nn(-c3ccccc3)c2Cl)cc1	10	0.2	96	-15	-10	4	-2.2	-2	13	0
CC1CC(C)(C)N2C(=O)C3(Nc4ccccc4S3)c3cccc1c32 (stereo unspecified)	-1	-0.3	108	-11	4	-18	2.5	3	-2	-3
C[C@@H]1CC2=C(C(=O)OC(C)(C)O2)[C@@H](C2CC2)O1	4	0.0	97	/	/	2	/	-3	/	/
O=C(COC(=O)c1cccnc1Nc1ccccc1F)NC1CC1	-7	-0.1	101	-1	2	2	-1.6	-3	0	1
CCOc1ccc(S(=O)(=O)N(C)c2ccc(OCC(=O)Nc3nc4ccccc4s3)cc2)cc1	-3	0.4	100	1	2	2	-0.4	8	12	-3
CN1C(=O)[C@H]2[C@@H](C3CC3)N3C(=O)CN(CC4CC4)C(=O)[C@@]3(C)[C@H]2C1=O	3	-0.1	95	/	1	-3	-0.1	0	16	1
NC(=O)c1cccc(-c2ccnc3c2CC(C(=O)NCCc2ccccc2)O3)c1 (stereo unspecified)	2	0.0	96	9	/	1	-1.4	0	-2	7
Cc1ccc(N(CCCCN2C(=O)c3ccccc3C2=O)C(=O)c2cccc([N+](=O)[O-])c2)cc1	-5	0.1	103	-7	1	0	-0.8	-2	4	-6
O=C(CSCc1c(Cl)cccc1Cl)Nc1ccccc1-c1ccccc1	-21	0.5	100	-13	5	-1	-2.2	-8	15	-6
CC(C)(C)NC(=S)NNC(=O)[C@H]1C[C@@H]1c1ccccc1	0	0.0	97	-9	-1	-3	-0.9	1	7	-1
CCN(CC)CCNC(=O)c1ccc2c(c1)NC(=O)c1ccccc1S2	-2	0.1	95	-7	-1	-8	-2.0	47	12	-6
O=C(CN1C(=O)NC2(CCCC2)C1=O)Nc1nc2ccccc2[nH]1	-9	-0.2	94	6	-9	-2	-1.5	-2	14	0
CCN(C(=O)CSc1nccc(=O)[nH]1)c1cccc2ccccc12	-16	-0.1	103	0	-13	3	-2.0	23	7	0
O=C1NC(=S)SC1=C1CCCCCC1	-17	-0.2	92	15	8	-3	-0.9	8	-1	0
O=C(CN1C(=O)/C(=C/c2ccc(F)cc2)SC1=S)NC1C=CS(=O)(=O)C1 (stereo unspecified)	-1	-0.3	94	32	-4	4	-1.4	1	3	-3

Marked active in MC4R ag barr, among the entries above:
SMILES	NOD2-RIPK2 inh	aDG glyco up	ABCB6 inh 2	Vif imaging	TLR9-MyD88 block	ABHD5 PLIN5 PPI	MC4R ag barr	Exocytosis inh	MC4R antag cAMP	N-glyco inh
O=C(Nc1ccccc1-c1ccccc1)c1cc(C(F)(F)F)cc(C(F)(F)F)c1	-12	-0.2	92	1	-2	0	17*	8	13	0

The results go on:
SMILES	NOD2-RIPK2 inh	aDG glyco up	ABCB6 inh 2	Vif imaging	TLR9-MyD88 block	ABHD5 PLIN5 PPI	MC4R ag barr	Exocytosis inh	MC4R antag cAMP	N-glyco inh
CCCCCC(=O)Nc1ccc(Cc2ccncc2)cc1	-1	0.0	98	80*	7	-6	-1.0	0	5	-1
O=S(=O)(c1cc(Cl)ccc1Cl)N1CCN(Cc2ccc3c(c2)OCO3)CC1	8	0.9	97	-5	-7	-6	-0.9	9	-1	0
COc1ccc(-c2noc(CSc3nnc(-c4ccncc4)n3-c3ccc(F)cc3)n2)cc1OC	9	0.1	95	-2	9	0	-0.4	-2	10	-3
CC(C)Nc1oc(Cc2cccc3ccccc23)nc1C#N	-5	0.7	96	-7	-9	1	-0.5	1	4	-2
CC(=O)c1ccc(OCC(O)CN2CCN(CCN3C(=O)c4cccc5cccc(c45)C3=O)CC2)cc1 (stereo unspecified)	8	-0.2	97	3	-1	-4	-1.4	-2	12	56*
Cn1c(CCN2CCCCC2)nc2cc(NS(=O)(=O)c3ccccc3)ccc21	-98	0.4	87	15	6	12	-0.9	2	7	-15
CC(C)(C)c1cc(CCC(=O)NNC(=O)c2ccncc2)cc(C(C)(C)C)c1O	-12	-0.2	90	7	4	-1	0.5	1	-6	1
CCCCS(=O)(=O)N1CCCC(C(=O)Oc2ccccc2)C1 (stereo unspecified)	-8	-0.1	101	0	1	6	-1.5	2	1	1
Cc1ccc(S(=O)(=O)NCCC(=O)NCC(c2cccs2)N2CCOCC2)cc1 (stereo unspecified)	-21	-0.2	96	-11	0	-4	-1.6	3	4	1
C=CCNc1nc(C(=O)OCC(=O)N(Cc2ccccc2)C(C)C)cs1	5	-0.1	98	-1	-2	5	-1.8	6	1	0
CCn1c(SCC(=O)NCC2CCCO2)nc2ccccc21 (stereo unspecified)	-15	-0.2	97	-3	0	13	0.3	-1	0	-1
O=C(c1ccc2ncsc2c1)N1CCN(c2cccc(C(F)(F)F)c2)CC1	5	0.1	103	-11	0	-14	-2.8	-2	1	24
NC(N)=Nc1nc(CSCC/C(N)=N/S(N)(=O)=O)cs1	-9	-0.2	72*	-4	-2	-4	-1.2	-4	-2	3
O=C(COc1ccc2c(-c3ccccc3)cc(=O)oc2c1)Nc1cccnc1	0	1.2	102	-8	-6	-1	-1.6	12	7	-2
O=C(Nc1ccc(F)cc1)N1CCN(c2ccc3nnc(-c4ccc(F)cc4)n3n2)CC1	-12	0.4	98	-7	2	5	-0.5	0	13	18
O=S(=O)(c1ccc2c(c1)OCCO2)N1CCN(Cc2ccc3c(c2)OCO3)CC1	-10	0.0	95	-15	0	-8	-0.7	-1	-1	-2
CCn1cc(C(=O)Nc2ccc(OC)c(S(=O)(=O)N3CCCCC3)c2)c(=O)c2ccc(C)nc21	2	-0.3	96	1	3	-5	0.4	6	2	1
CC(C)NC(=O)CSc1ncccc1-c1nc2ccccc2[nH]1	-16	0.1	100	7	7	1	-2.7	-6	14	2
CCOC(=O)C1CCCN(C(=O)c2cccc(Cl)c2)CC1 (stereo unspecified)	-6	-0.1	101	-1	/	-5	-1.0	8	3	-1
N[C@@H](Cc1ccccc1)C(=O)N1CCC(C(=O)N[C@@H](Cc2c[nH]c3ccccc23)C(=O)O)CC1	-13	0.0	98	-9	-2	-3	1.2	0	2	-1
COc1ccc(OCC(=O)N/N=C/C(C)=C/c2ccco2)c(Br)c1	2	-0.2	102	-6	-13	-10	19*	-3	18	4
O=C(Cn1nnc2ccccc21)OCc1ccccc1	-3	0.0	102	-2	-6	-2	-3.1	-10	4	3
N#C/C(=C\c1ccccn1)c1ccccn1	0	0.5	104	-11	-4	9	0.7	13	-8	13
Cc1ccc(OCCn2c(C)c(/C=N/n3cnnc3)c3ccccc32)cc1	0	-0.2	91	-21	4	11	16*	2	-1	0
CC(C)c1ccc(NC(=O)C2(C)Cc3c(-c4cccc(C(N)=O)c4)ccnc3O2)cc1 (stereo unspecified)	3	0.6	107	-4	/	2	1.1	18	10	-3

Just NOD2-RIPK2 inh (2 entries from above):
canonical_smiles,NOD2-RIPK2 inh
c1ccc(Oc2cc(-n3cncn3)ncn2)cc1,1
CCCc1nc2ccccc2c(=O)n1N,1

(listing goes on)
SMILES	NOD2-RIPK2 inh	aDG glyco up	ABCB6 inh 2	Vif imaging	TLR9-MyD88 block	ABHD5 PLIN5 PPI	MC4R ag barr	Exocytosis inh	MC4R antag cAMP	N-glyco inh
Cc1cccc(OCC(=O)NCCNC(=O)c2ccco2)c1	-2	0.0	164	-3	-8	-4	0.1	-7	12	4
C=CCC(NC(=O)N(C)C)(C(C)=O)C(=O)OC (stereo unspecified)	-11	0.3	/	/	/	4	/	5	/	/
Cn1c(=O)c2c(n(C)c1=O)=NC1(CCCCC1)ON=2	-2	-0.1	100	10	4	-4	0.8	2	-2	0
CC(Oc1ccccc1)C(=O)N1CCN(S(=O)(=O)c2ccc(OC(F)(F)F)cc2)CC1 (stereo unspecified)	11	0.6	96	/	-6	-7	3.0	-10	10	-1
CCOC(=O)c1sc(NC(=O)CC(C)c2ccccc2)nc1C (stereo unspecified)	-12	-0.1	92	1	-2	-6	-0.7	-3	-5	15
C[C@@H]1CN([C@H](C)CO)C(=O)CCCn2cc(nn2)CO[C@H]1CN(C)C(=O)c1ccc2ccn(C)c2c1	-3	0.2	95	18	/	6	/	1	/	2
NC(=O)Cn1c(=O)n(Cc2ccco2)c(=O)c2c3c(sc21)CCCCC3	-5	-0.3	99	8	-4	62*	-1.9	2	19	0
OC1(c2ccc3c(c2)OCO3)CCN(Cc2ccccn2)CC1	5	-0.1	97	?	12	-3	-2.1	-1	-3	3
Cc1ccccc1N(CC(=O)NCC1CCCO1)C(=O)C1(C)CC(=O)N=C2C=CC=CN21 (stereo unspecified)	-15	-0.1	108	16	-4	8	0.7	-2	6	-1
Cc1ccc(N=Nc2ccc(O)c3ncccc23)cc1	-13	-0.7	99	-5	-8	10	11*	-3	16	-17
COc1cc([N+](=O)[O-])cc(/C=N/NC(=O)CSc2ccccn2)c1O	5	0.0	98	-6	0	7	-2.0	-2	16	2

An excerpt; rates above refer to the full screens.
